Compound activity from PubChem.
NCI-60 one-dose screen, 48 h, at 10 µM unless noted. Numbers give growth in % (100 = growth as untreated, 0 = no growth, -100 = all killed).
LOX IMVI: LOX IMVI melanoma. 7.4% of 79,000 active. AID 1794757
BT-549: BT-549 breast cancer | AID 1794793 | 4.4% of 78,000 active
MALME-3M: MALME-3M melanoma; 5.8% of 78,000 active
UACC-257: UACC-257 melanoma | 4.4% of 78,000 active | AID 1794764
MCF7: MCF7 breast cancer. 6.3% of 82,000 active
HS 578T: HS 578T breast cancer; 4.1% of 78,000 active; AID 1794788
UACC-62: UACC-62 melanoma; 5.4% of 81,000 active
T-47D: T-47D breast cancer | 5% of 79,000 active
* hit, by the source's call; . = not tested or not shown; & = joins results of further samples; [ ] = another dose, or the depositor's remark. Rule for the calls: active = growth percent below 10; inactive = the rest.

SMILES	LOX IMVI	BT-549	MALME-3M	UACC-257	MCF7	HS 578T	UACC-62	T-47D
C=CCOc1ccn(C)c(=O)n1	96	119	104	84	88	90	101	91
COc1cc(-c2nn(-c3ccccc3)cc2-c2ccnc(NCCCNS(=O)(=O)c3ccc(Cl)cc3)n2)ccc1Cl	86	90	97	.	88	76	73	87
O=C(CCCCCC/C=C\c1csc(Br)n1)NO	70	103	67	82	73	87	74	76
COc1ccc(C(=O)n2nc(-c3ccncc3)nc2N)cc1OC	96	100	111	99	97	102	97	101
Cc1ccc(/C=C2\SC(N3CCCCC3)=NC2=O)s1	105	90	.	107	95	.	96	109
O=C1c2ccccc2C23C(=C(c4ccncc4)c4cc(C(F)(F)F)ccc42)CCCN13 (stereo unspecified)	101	97	93	100	97	96	85	98
CC[C@H]1OC(=O)C[C@@H](O)[C@H](C)[C@@H](O[C@@H]2O[C@H](C)[C@@H](O[C@H]3C[C@@](C)(O)[C@@H](O)[C@H](C)O3)[C@H](N(C)C)[C@H]2O)[C@@H](CC=O)C[C@@H](C)C(=O)/C=C/C(C)=C/[C@@H]1CO[C@@H]1O[C@H](C)[C@@H](O)[C@@H](OC)[C@H]1OC	102	98	99	108	101	94	99	91
COc1cc(-c2csc(NC(=O)Nc3ccc(Cl)cc3)n2)cc(OC)c1OC	25	32	61	23	8.7*	59	-7.5*	-7.5*
N#Cc1ccc(N2Cc3cc(Cl)ccc3OC3=C2C(=O)N(Cc2ccccc2)C3=O)cc1	-92*	-51*	-64*	-56*	-1.6*	38	-36*	-60*
NS(=O)(=O)c1ccc(Nc2nc(N/N=C/c3ccc4c(c3)OCO4)nc(Nc3ccccc3)n2)cc1	27	77	59	85	19	52	78	55
Cc1ccc2c(c1)c(=O)n(-c1ccccc1)c1nncn21	101	104	.	105	99	103	91	102
CN(C)CCC(c1ccccc1)c1ccccn1 (stereo unspecified)	97	97	95	112	108	119	.	92
CCOC(=O)c1cn2c3c(cc(C)cc3c1=O)C(=O)/C(=C/c1cccc(Cl)c1Cl)C2	114	98	121	85	101	104	78	79
O=C(CSc1nc2ccccc2c(=O)n1CCc1ccccc1)Oc1ccccc1	85	93	85	97	67	59	82	81
Cc1oc2nc[nH]c(=O)c2c1C(=O)/C=C/c1ccc(F)cc1	69	89	81	.	34	96	71	.
Cc1nn(-c2ccccc2)c2nc(C)n(CC(=O)N/N=C/c3ccccc3O)c(=O)c12	4.1*	37	47	2.6*	7.8*	55	3.1*	16
NS(=O)(=O)c1ccc(CN2C(=O)CCC2=O)cc1	98	116	102	98	95	109	109	105
COc1cc(C2CC(c3ccc(Nc4nc(NCCO)nc(Nc5ccc(Cl)cc5)n4)cc3)=Nc3c(N)nc(N)nc3N2)cc(OC)c1OC (stereo unspecified)	53	52	86	92	43	35	78	55
CCCCn1c(-c2ccc(-c3nc(-c4ccc(Cl)cc4)no3)cc2)nc(-c2ccccc2)c1-c1ccccc1	31	101	92	98	79	95	72	76
CN(C)CCOc1ccc(Nc2cc(NCc3ccco3)ncn2)cc1	94	106	115	97	80	98	90	86
CC(=O)c1ccc(NC(=O)CSc2nnc(-c3ccc(NC(=O)c4cccnc4)cc3)o2)cc1	102	117	103	106	104	97	97	66
O=C(c1nc2ccccc2[nH]1)C1C(c2ccc(Cl)cc2)C2CSCN2[C@@]12C(=O)Nc1ccccc12 (stereo partly specified)	77	97	90	95	75	72	74	60
COc1cc2c(cc1OC)-n1c(cnc1-c1ccccc1)N1NC(=O)CN=C21	.	92	86	99	78	82	83	79
Nc1ncnc(Nc2cccc(F)c2)n1	100	.	109	103	96	106	108	.
COc1ccc(CCNC(=O)C(=O)C(Cc2ccccc2)NC(=O)c2cc(O)c(O)c(O)c2)cc1 (stereo unspecified)	85	119	99	103	93	99	98	108
Later entries.
SMILES	LOX IMVI	BT-549	MALME-3M	UACC-257	MCF7	HS 578T	UACC-62	T-47D
COc1ccc(-c2nc3cc(C(=O)Nc4ccncc4)ccc3n2C2CCCCC2)cc1	97	100	114	108	98	93	87	102
O=C(O)Cc1ccc(-c2ccccc2)cc1	106&100	119&97	113&102	84&108	94&101	96&105	92&102	95&114
COc1ccc(-c2cccc3c(=O)nc(N4CCOCC4)oc23)cc1	87	95	104	96	83	89	81	61
N#Cc1c(-c2ccc(Cl)cc2)nc(SCc2nnc(-c3ccc(Cl)cc3)o2)[nH]c1=O	99	111	99	98	100	101	98	98
O=C(O)CN(Cc1ccccc1)Cc1ccccc1	96	108	98	95	97	106	91	99
COc1ccc(/C=C(\c2cc(OC)c(OC)c(OC)c2)c2nnc(-c3ccc(Cl)cc3Cl)o2)cc1	93	88	95	95	103	82	80	62
Cc1ccc(CNc2ncnc3c2cnn3C2CCCCO2)cc1 (stereo unspecified)	.	105	103	106	100	109	97	99
CCN(CC)c1ccnc(CNCCSC(c2ccccc2)(c2ccccc2)c2ccc(OC)cc2)c1	-99*	-25*	-92*	-45*	-51*	-33*	-39*	-16*
N#CCc1nn(-c2ccccc2)c2ncnc(N)c12	87	112	146	111	91	104	90	102
Cc1cc(SCc2ccccc2)nc(N)n1	103	89	-0.7*	125	94	111	87	.
Cc1nc(N)[nH]c(=O)c1CCCNc1ccc([N+](=O)[O-])cc1	97	83	97	101	88	97	80	72
O=C(NCc1ccccc1)C(c1ccc(O)cc1)N(C(=O)CCc1ccccc1)C1CC1 (stereo unspecified)	94	104	98	91	99	91	.	95
Cc1cc(Cl)nc(N(CCCNc2ccnc3cc(Cl)ccc23)Cc2ccco2)n1	11	8.1*	4.4*	23	12	59	.	3.7*
COc1ccc2c(CCc3ccc(Cl)cc3)c3[n+](cc2c1OC)CCc1cc2c(cc1-3)OCO2	51	19	56	.	60	80	30	25
Cc1cccc(N=Cc2ccc3c(c2)OCO3)c1	94	.	.	105	108	105	101	109
C=CCN1C(=O)c2cccc3c(NCCO)ccc(c23)C1=O	89	85	121	122	84	98	88	87
Nc1cc(N)cc(C(=O)c2ccccc2)c1	91	99	140	108	97	101	100	102
Clc1ccc(-c2nc(Nc3ccccc3)c3cc(Br)cc(Br)c3n2)cc1	81	101	110	110	70	89	82	76
S=C(c1ccc2c(c1)OCO2)N1CCN(c2ccccc2)CC1	84	97	66	102	79	95	69	81
N#C/C(=C\c1cccc(C#N)c1)c1ccccc1	99	102	99	99	105	106	108	79
Oc1ccc2ccccc2c1	90&104	91&96	107&101	100&111	93	88&117	102&100	95&105
C#CCOc1ccc2ncnc(N3CCC(NC(=O)C=C)CC3)c2c1	98[8.25 µM]	98[8.25 µM]	123[8.25 µM]	100[8.25 µM]	83[8.25 µM]	101[8.25 µM]	105[8.25 µM]	92[8.25 µM]
Cn1cc2c(c1-c1ccccc1)CCc1cnoc1-2	73	319	171	102	88	91	94	86
Brc1cc(Br)c(/C=C/c2c(Br)cc(Br)cc2Br)c(Br)c1	111	104	105	99	101	114	104	109
O=C1/C(=C/c2cc3cc4c(cc3nc2Cl)OCCO4)SC(=S)N1Cc1ccco1	90	97	102	78	80	84	84	89
(more compounds)
SMILES	LOX IMVI	BT-549	MALME-3M	UACC-257	MCF7	HS 578T	UACC-62	T-47D
COc1ccc(-c2c(N)n[nH]c2-c2ccc(OC)cc2O)cc1	98	86	96	109	110	106	106	88
COc1ccc(S(=O)(=O)NCCCNc2nccc(-n3cnc4ccccc43)n2)cc1	93	93	107	100	85	85	76	66
O=C(c1ccc(F)cc1)N1CCn2c(nnc2C(F)(F)F)C1	102	105	101	98	93	108	97	110
O=[N+]([O-])c1ccccc1-c1ccc(-c2nn3c(-c4ccccc4)nnc3s2)o1	64	105	107	93	83	89	70	50
Cc1nc2[nH]c(=S)[nH]c2c(=O)[nH]1	103	108	117	104	112	.	105	108
N#C/C(=C\c1ccc(O)cc1)n1nc2cccc(F)c2n1	94	.	99	94	107	95	89	78
CCOc1ccccc1NC(=O)CCl	85	.	92	102	47	95	84	75
c1ccc(Cn2c(SCCc3c[nH]c4ccccc34)nnc2-c2ccncc2)cc1	99	115	103	106	91	100	92	99
CC1=C(C(=O)OC(C)C)C(c2ccc3c(c2)OCO3)NC(=O)N1 (stereo unspecified)	96	94	100	103	97	102	95	101
CCOC(=O)c1sc2ncc(-c3ccc(OC)cc3)n2c1C	93	102	101	105	90	94	79	94
O=C1c2ccccc2C(=Cc2cccnc2)c2ccccc21	98	108	98	.	84	108	95	91
O=S(=O)(NCCCNc1nccc(-c2c(-c3ccc(F)cc3)nc3sccn23)n1)c1ccc2ccccc2c1	37	46	50	57	30	71	45	17
O=c1c[n+](Cc2ccc(Cl)cc2)[nH]o1	103	110	110	93	106	96	94	112
CCOC(=O)c1c(NC(=O)c2ccc(C(C)(C)C)cc2)sc2cc(O)ccc12	87	95	99	97	88	105	101	83
COC(=O)C(N)Cc1ccc(OC(c2ccccc2)(c2ccccc2)c2ccccc2)cc1 (stereo unspecified)	100	112	112	97	96	116	98	105
Fc1ccc2nc3c(cc2c1)CSc1nnc(-c2ccc[nH]c2=S)n1N3	96	98	112	105	99	96	92	84
O=S(=O)(NCCNc1cc(-c2cn(-c3ccccc3)nc2-c2ccccc2)ccn1)c1ccc(F)cc1	79	95	101	.	86	87	89	51
CC(=O)O[C@@H](C)[C@H]1O[C@H]2CC(=O)O[C@H]2[C@@H]1O	97	98	99	92	88	105	.	95
Cc1cc(=O)[nH]c(N/N=C2/CCCCC2C)n1 (stereo unspecified)	.	.	.	100	95	116	107	101
COc1nc2c(c(=O)n1C)CN(Cc1ccccc1)C=N2	98	-4.8*	.	95	101	113	116	67
Nc1cc(N)nc(S(=O)O)n1	94	97	91	97	104	107	93	103
Nc1ccc(C(=O)Nc2ccc3c(O)cc(S(=O)(=O)O)cc3c2)cc1	102	98	99	112	89	109	95	119
Nn1c(NNC(=O)C2CCCN2)n[nH]c1=S (stereo unspecified)	101	98	104	102	106	100	101	101
NC(N)=Nc1cccc2ccccc12	92	95	106	74	99	106	98	91
COc1ccc(C2NCCCC2c2ccccc2)cc1 (stereo unspecified)	99	98	113	103	98	65	94	101
Other entries follow:
SMILES	LOX IMVI	BT-549	MALME-3M	UACC-257	MCF7	HS 578T	UACC-62	T-47D
O=C(C(=O)N1CCOCC1)c1cn(CCCn2cc(C(=O)C(=O)N3CCOCC3)c3ccccc32)c2ccccc12	104	104	100	107	95	.	93	95
CC#CC(=O)N1CC[C@@H](n2c(=O)n(-c3ccc(Oc4ccccc4)cc3)c3c(N)ncnc32)C1	61	75	79	49	69	.	61	53
COc1ccc(CNC(=O)c2c(C)n([O-])c3cc(F)c(F)cc3[n+]2=O)cc1	57	80	111	98	56	97	88	68
Cc1ccc(/C=C/c2c(C(=O)/C=C/c3ccc(C(F)(F)F)cc3)c(C)nc3ccccc23)cc1	-87*	-31*	-65*	-18*	-14*	-13*	-46*	-13*
CN(C)c1ccc(/C=N/Nc2nnc3n2N=C(c2ccccc2)CS3)cc1	98	107	119	106	90	103	92	95
Cc1ccc(S(=O)(=O)c2nc(-c3ccccc3)oc2SCC(N)=O)cc1	96	106	99	113	96	101	105	76
O=C1Nc2ccc(Br)cc2/C1=N\N=C/c1cn(Cc2ccccc2)c2ccccc12	98	105	115	109	83	81	79	90
C=C(C)[C@@H]1CC[C@]2(C(=O)O)CC[C@]3(C)[C@H](CC[C@@H]4[C@@]5(C)CCC(N)C(C)(C)[C@@H]5CC[C@]43C)[C@@H]12 (stereo partly specified)	-51*	101	-61*	93	2.5*	93	-52*	-4.2*
Cc1nc(SCC(=O)Nc2nccs2)n(Nc2ccc(Cl)cc2)c1C	102	111	141	108	104	121	104	91
CC(C)C1(C2CCCC2)NC(=O)NC1=O (stereo unspecified)	95	110&103	100	98&111	97&95	99	100&100	102&97
CCCCCCCCCCCCCCCC(=O)N1CCN(C)CC1	-38*	83	90	92	85	90	89	74
O=C(NNc1nccc(Nc2ccc(S(=O)(=O)Nc3ccncc3)cc2)n1)C(Cl)(Cl)Cl	95	123	112	94	96	110	95	92
COc1ccc2c3c(c4ccccc4cc13)C(=O)N(CCN(C)CCN)C2=O	-85*	26	-76*	.	-88*	25	.	6.8*
COc1ccc2cc([C@H](C)C(=O)N/N=C/c3ccc(Cl)cc3)ccc2c1	.	95	96	104	90	.	92	91
CNc1ncnc2nc[nH]c12	100	99	106	107	45	111	106	107

Eleven structures out of the list, arranged by heavy-atom count, rising.
SMILES	LOX IMVI	BT-549	MALME-3M	UACC-257	MCF7	HS 578T	UACC-62	T-47D
CNc1ncnc2nc[nH]c12	100	99	106	107	45	111	106	107
CC(C)C1(C2CCCC2)NC(=O)NC1=O (stereo unspecified)	95	110&103	100	98&111	97&95	99	100&100	102&97
CCCCCCCCCCCCCCCC(=O)N1CCN(C)CC1	-38*	83	90	92	85	90	89	74
Cc1nc(SCC(=O)Nc2nccs2)n(Nc2ccc(Cl)cc2)c1C	102	111	141	108	104	121	104	91
Cc1ccc(S(=O)(=O)c2nc(-c3ccccc3)oc2SCC(N)=O)cc1	96	106	99	113	96	101	105	76
COc1ccc(CNC(=O)c2c(C)n([O-])c3cc(F)c(F)cc3[n+]2=O)cc1	57	80	111	98	56	97	88	68
COc1ccc2c3c(c4ccccc4cc13)C(=O)N(CCN(C)CCN)C2=O	-85*	26	-76*	.	-88*	25	.	6.8*
O=C1Nc2ccc(Br)cc2/C1=N\N=C/c1cn(Cc2ccccc2)c2ccccc12	98	105	115	109	83	81	79	90
C=C(C)[C@@H]1CC[C@]2(C(=O)O)CC[C@]3(C)[C@H](CC[C@@H]4[C@@]5(C)CCC(N)C(C)(C)[C@@H]5CC[C@]43C)[C@@H]12 (stereo partly specified)	-51*	101	-61*	93	2.5*	93	-52*	-4.2*
Cc1ccc(/C=C/c2c(C(=O)/C=C/c3ccc(C(F)(F)F)cc3)c(C)nc3ccccc23)cc1	-87*	-31*	-65*	-18*	-14*	-13*	-46*	-13*
O=C(C(=O)N1CCOCC1)c1cn(CCCn2cc(C(=O)C(=O)N3CCOCC3)c3ccccc32)c2ccccc12	104	104	100	107	95	.	93	95
